Screening data from PubChem.
T cell HTS = modulates CD8 T cell binding to vesicles; calls only at 7 µM; AID 2052; actives 0.068% (n = 330,000); 2C CD8+ T cell-vesicle binding, flow cytometry; stronger effect = lower value;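 active = response, share of CD8 T cells binding vesicles, and their 90th percentile fluorescence all below set limits, cut at about 80% in these data, passing the limit was not always enough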
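Also added: QL9-peptide-loaded Drosophila micro-vesicles bearing Ld, ICAM-1 and B7-1; Test system: purified 2C TCR transgenic mouse naive CD8+ T cells; Measured by: cytometric PE anti-B7-1 and Alexa647 anti-CD8 signals after 1% paraformaldehyde fixation; Timing: binding step 1.5 h, 37 °C, antibody labelling 20 min, ice.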
Myeloid diff MLP = promotes myeloid progenitor differentiation | ER-HoxA9 myeloid progenitors, lysozyme-GFP differentiation, flow cytometry | calls only at 10 µM | actives 1% (n = 360,000) | AID 624256;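 active = normalized GFP-positive differentiation at or above the plate's own cutoff, the solvent-only control mean plus 3 SD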;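 also: cells exposed to compound for four days before flow analysis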
human PMI inhibition = MPI enzyme activity inhibition – biochemical, fluorescence intensity, coupled assay, primary screen (AID 1209); actives 0.42% (n = 190,000); purified PMI enzyme, coupled fluorescence intensity; higher % means a stronger effect; inhibition, % at 20 µM; hits with a dose series show IC50 in µM; in the data active = inhibition above about 50%;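 also: plate controls were DMSO vehicle for no effect and wells lacking substrate for full effect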
Lipid droplet = modulators of hepatic lipid droplet formation. AID 1656. actives 0.4% (n = 240,000). inhibition, % at 6.5 µM. AML12 mouse hepatocytes, oleate lipid droplets, BODIPY imaging;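 active = lipid droplet intensity inhibited by at least 50%, with more than 500 cells counted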
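Technique: fluorescence imaging, 20x objective, two fields per well / Assay system: AML12 hepatocytes (mouse) / Measure: % inhibition of lipid droplet signal / Doses: 6.5 µM single-point dosing / Incubation: overnight exposure / Reagent: 100 µM oleic acid challenge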
b-catenin transl = beta-catenin nuclear translocation modulation | actives 0.3% (n = 190,000) | HeLa beta-catenin nuclear translocation, immunofluorescence imaging | nuclear translocation activity, % at 5 µM;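 active = nuclear translocation activity above 50% at 5 µM, with a well cell count of 50 or more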;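 also: per-cell ratio of nuclear to cytoplasmic median beta-catenin stain intensity; plate controls were DMSO negative control for no effect and GSK-3 inhibitor IX positive control for full effect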
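test system = HeLa cells, endogenous beta-catenin | dosing = single 5 µM dose plus 0.02–20 µM confirmation series | times = compound treatment 24 h, 37°C, 5% CO2 | technique = beta-catenin immunofluorescence imaging with DAPI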
Dynein cargo inh = blocks dynein driven cargo transport along microtubules | 3617.4 mouse cells, GR-EGFP nuclear translocation imaging; test concentration mostly 20 µM; stimulated with dexamethasone, 1 µM; stronger effect = lower value | z-score, hits read low | actives 0.47% (n = 220,000) | AID 1381;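 active = plate z-score of nuclear minus cytoplasmic receptor signal below a set negative limit, without overly bright fluorescence or cell loss, cut at about -3.5 in these data, passing the limit was not always enough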;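 also: z-score of nuclear minus cytoplasmic ring GR-EGFP intensity difference per well; some compounds called inactive have numbers as strong as hits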
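Buffer or medium: tet-free medium with charcoal-stripped serum / Also added: dexamethasone agonist, 1.0 µM final, for 30 min / Timing: induction 48 h, compound 1 h, agonist 30 min / Measured by: high-content fluorescence imaging after fixation / Read-out: nuclear-to-cytoplasmic GR-EGFP distribution per well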
MT stabilize HCS = stabilizes microtubules in HeLa cells; HeLa tubulin immunostaining HCS, 24 h; share of cells brighter than vehicle mean+2SD; % tubulin-high responders, % at 10 µM; actives 0.83% (n = 200,000); AID 2205;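 active = plate Z-score above 3 for both tubulin-high and condensed-nucleus cell shares, with cell loss under 80%, at 10 µM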;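 also: anti alpha tubulin signal scored within the nucleus-defined area of each cell; some results filed as inactive read as strong as hits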
TNAP activation fold = stimulation of alkaline phosphatase TNAP activity – biochemical, luminescent, no phosphate acceptor, uHTS, primary screen (AID 1001); purified TNAP, luminescent activation assay, no phosphate acceptor; higher activation fold means a stronger effect; actives 0.03% (n = 200,000); activation fold at 20 µM, or EC50 in µM where a hit was titrated; in the data active = activation fold from about 3, or a potency from the dose series; inactive = the rest, 99 in 100 with activation fold below about 1.6; also: many of its hits are not listed in these tables
Ins promoter up = MIN6 insulin promoter up-regulation. z-score at 5 µM. MIN6 insulin promoter-GFP reporter, high-content imaging; stronger effect = higher value. actives 0.3% (n = 190,000);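 active = z-score above 3 at 5 µM with at least 500 cells counted in the well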
Dynein cargo inh cytoplasmic EGFP = recorded beside Dynein cargo inh, whose call it bears; z-score; measured here: cytoplasmic GR-EGFP intensity; stronger effect = higher value
Dynein cargo inh nuclear GR-EGFP = second read-out of Dynein cargo inh, no call of its own (marks repeat the call); z-score; measured here: nuclear GR-EGFP intensity;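 lower value marks the stronger effect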
Dynein cargo inh cell count = second read-out of Dynein cargo inh, no call of its own (marks repeat the call); z-score; measured here: cell count per field
Ins promoter up cell count = second read-out of Ins promoter up, no call of its own (marks repeat the call); cell count; measured here: cytotoxicity, nuclei count;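 total cells summed across four imaged fields per well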
Lipid droplet cells 6.5 µM = second read-out of Lipid droplet, no call of its own (marks repeat the call); cell count; measured here: cell count, cytotoxicity flag;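 cells counted across two imaged fields per well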
b-catenin transl cell count 5 µM = further read-out of b-catenin transl, marked with its call; cell count; measured here: cell count, cytotoxicity flag
T cell HTS vesicle-bound % = further read-out of T cell HTS, marked with its call; double positive events, %; measured here: CD8+ vesicle-bound cell fraction;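 binding gate set so that unloaded-vesicle control wells show 10% double positive cells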
MT stabilize HCS Hoechst-high % = second read-out of MT stabilize HCS, no call of its own (marks repeat the call); % Hoechst-high responders; measured here: nuclear condensation Hoechst responders;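 share of cells brighter than vehicle mean plus two SD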
MT stabilize HCS cytotoxicity % = recorded beside MT stabilize HCS, whose call it bears; toxicity, %; measured here: cytotoxicity by cell density;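 0% = mean cell density of plate MIN control wells and 100% = no cells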
Myeloid diff MLP GFP+ MAC1+ % = further read-out of Myeloid diff MLP, marked with its call; GFP+ MAC1+ double positive, %; measured here: differentiation confirmed by MAC1 staining
Numbers without * were called inactive; i = inactive; · = not tested or not shown; + = active, no number. Compounds as they come (roughly 3% active in at least one column).

SMILES | T cell HTS | T cell HTS vesicle-bound % | Myeloid diff MLP | Myeloid diff MLP GFP+ MAC1+ % | human PMI inhibition | Lipid droplet | Lipid droplet cells 6.5 µM | b-catenin transl | b-catenin transl cell count 5 µM | Dynein cargo inh | Dynein cargo inh cytoplasmic EGFP | Dynein cargo inh nuclear GR-EGFP | Dynein cargo inh cell count | MT stabilize HCS | MT stabilize HCS Hoechst-high % | MT stabilize HCS cytotoxicity % | TNAP activation fold | Ins promoter up | Ins promoter up cell count
COCCOC(=O)c1sc(=S)n(CCOC)c1N | i | 37 | i | 1.8 | 15% | · | · | -3.3 | 857 | 0.93 | 0.16 | 1.3 | -2 | 5.8 | 1.7 | 8.6 | 1 | 0.09 | 1405
OC(CNCCc1ccc(C(F)(F)F)cc1)COc1ccc2ccccc2c1 (stereo not drawn) | i | 51 | i | 0.0 | 1% | -10 | 598 | · | · | -4.8* | 0.56* | -2.8* | -1.1* | 1.2 | 1.5 | 1.6 | 1.1 | 0.73 | 1273
Cc1c(C(=O)N2CCCCCC2)oc2ccccc12 | i | 18 | i | 1.6 | 3% | -18 | 768 | 1.6 | 1164 | -0.44 | -0.26 | -0.23 | 1 | 1.0 | 1.2 | 5.8 | 1.1 | -0.41 | 1309
c1ccc2sc(NC3=NCN(CC4CCCO4)CN3)nc2c1 (stereo not drawn) | i | 6 | i | 0.7 | -5% | -5 | 731 | 0.5 | 1135 | 0.36 | -0.19 | 0.25 | 0.7 | 4.7 | 2.6 | 8.8 | 1.2 | 0.82 | 1276
CN(C)S(=O)(=O)c1ccc(NC=C(C#N)C#N)cc1 | i | 45 | i | 0.3 | · | -11 | 674 | 0.7 | 1284 | -0.39 | -0.21 | 0.56 | -0.45 | · | · | · | · | -0.26 | 987
Cc1cccc(NC(=O)C2CCCN2C(=O)OCC(C)C)c1 (stereo not drawn) | i | 41 | i | 2.3 | -8% | · | · | -1.8 | 920 | -0.15 | 0.092 | 0.33 | -0.23 | 1.2 | 2.0 | 15 | 1 | 0.06 | 978
NC(=O)c1cccnc1Oc1ccccc1 | i | 33 | i | 0.8 | · | -4 | 686 | 0.0 | 1024 | 0.35 | -0.27 | 0.14 | 0.51 | · | · | · | · | -0.26 | 1483
CC(=O)N1CCCc2cc(S(=O)(=O)Nc3ccc(C)cc3C)ccc21 | i | 4 | i | 0.0 | 16% | · | · | 0.9 | 435 | -0.42 | -0.28 | 0.37 | 0.69 | 3.1 | 2.3 | 13 | 1.1 | -0.22 | 1093
CC(NS(=O)(=O)c1ccccc1)C(c1cccs1)N1CCN(c2ccccc2)CC1 (stereo not drawn) | i | 37 | i | 1.2 | 12% | -21 | 567 | -0.9 | 1045 | -0.021 | -0.094 | 0.017 | 0.62 | 2.8 | 4.1 | 5.0 | 1.1 | -0.88 | 1847
COc1cc(C(=O)N2CCN(S(=O)(=O)c3ccc(C)cc3)CC2)ccc1OCc1c(C)noc1C | i | 28 | i | 0.7 | -4% | · | · | -0.9 | 1005 | 2.4 | -0.33 | 0.78 | -0.51 | 4.4 | 1.6 | 1.7 | 1 | -1.5 | 1155
O=C(Nc1nc2ccc(Oc3ccccc3)cc2s1)c1cc([N+](=O)[O-])ccc1N1CCOCC1 | i | 50 | i | 0.6 | 12% | -41 | 636 | 0.0 | 1111 | 0.7 | -0.18 | 0.28 | -0.52 | 3.0 | 1.6 | 5.1 | 1 | -1.2 | 1338
COc1cccc2c1OC[C@@H](CO)[C@H]2N(C)C(=O)Nc1ccc(Cl)cc1Cl | i | 15 | i | 2.3 | 0% | · | · | · | · | · | · | · | · | 0.9 | 1.0 | 7.8 | 1.1 | · | ·
COc1ccccc1N(CC(=O)NCc1ccccc1)S(C)(=O)=O | i | 19 | i | 0.7 | 9% | 2 | 694 | · | · | 0.15 | -0.23 | 0.42 | 0.45 | 3.7 | 1.6 | 7.6 | 1.1 | -0.05 | 1143
COCCn1c(SCC(=O)N2CC(=O)Nc3ccccc32)nc2ccccc2c1=O | i | 49 | i | 0.4 | -6% | 26 | 712 | -2.1 | 1106 | 1.3 | -0.15 | 0.28 | -0.036 | 3.9 | 1.5 | 6.0 | 1 | 2.4 | 1122
CCOC(=O)CN1NC2(CCCCC2)NC1=S | i | 41 | i | 0.5 | -31% | 2 | 829 | · | · | 0.092 | -0.25 | -0.14 | 0.38 | 3.9 | 2.3 | 5.9 | 1.2 | · | ·

3 entries out of the list above, sorted by their value in TNAP activation fold, descending:
structure	TNAP activation fold
c1ccc2sc(NC3=NCN(CC4CCCO4)CN3)nc2c1 (stereo not drawn)	1.2
COc1cccc2c1OC[C@@H](CO)[C@H]2N(C)C(=O)Nc1ccc(Cl)cc1Cl	1.1
O=C(Nc1nc2ccc(Oc3ccccc3)cc2s1)c1cc([N+](=O)[O-])ccc1N1CCOCC1	1

The list continues:
SMILES | T cell HTS | T cell HTS vesicle-bound % | Myeloid diff MLP | Myeloid diff MLP GFP+ MAC1+ % | human PMI inhibition | Lipid droplet | Lipid droplet cells 6.5 µM | b-catenin transl | b-catenin transl cell count 5 µM | Dynein cargo inh | Dynein cargo inh cytoplasmic EGFP | Dynein cargo inh nuclear GR-EGFP | Dynein cargo inh cell count | MT stabilize HCS | MT stabilize HCS Hoechst-high % | MT stabilize HCS cytotoxicity % | TNAP activation fold | Ins promoter up | Ins promoter up cell count
Cc1ccc(COc2ccc(C(=O)NN)cc2)cc1 | i | 25 | + | 4.6* | 13% | 2 | 737 | 0.9 | 1519 | 0.66 | -0.22 | 0.47 | -0.1 | 2.0 | 2.1 | 13 | 1.1 | -1.5 | 1461
O=C(Nc1nc(-c2cccs2)c(-c2ccccc2)s1)c1ccco1 | i | 31 | i | 0.4 | 7% | · | · | -0.4 | 852 | -0.32 | -0.35 | -0.42 | 0.88 | 4.0 | 3.1 | 4.0 | 1.1 | -0.12 | 1127
O=C(CSCc1ccc(Cl)cc1)Nc1ccc(-c2nnc(-c3ccccc3)o2)cc1 | i | 52 | i | 1.5 | 1% | 6 | 656 | 1.8 | 1122 | -0.62 | -0.17 | -0.24 | -0.52 | 5.7 | 2.5 | 2.0 | 1 | -0.32 | 1517
O=C(N/N=C/c1ccc(N2CCOCC2)c([N+](=O)[O-])c1)c1ccc(F)cc1 | i | 14 | i | 2.0 | -3% | 5 | 680 | -5.4 | 1168 | 0.58 | 0.11 | 0.8 | -0.32 | 1.1 | 1.7 | 7.0 | 1.1 | -0.39 | 876
COc1ccc(N2C(=O)C3CCCN3C2c2ccccc2Cl)cc1 (stereo not drawn) | i | 64 | i | 1.8 | 11% | · | · | · | · | -0.61 | -0.26 | -0.29 | 0.66 | 6.2 | 2.3 | 3.8 | 1.2 | 1.2 | 787
Cn1c(=O)cc(N2CCOCC2)[nH]c1=O | i | 34 | i | 2.3 | 10% | 2 | 661 | -0.3 | 1083 | 2.6 | -0.25 | 2 | -1.3 | 3.5 | 1.3 | 11 | 1.1 | 0.53 | 1418
Cc1ccc(-n2c(SCC(=O)OC(C)C)nnc2-c2ccco2)cc1 | i | 21 | · | · | 11% | -5 | 790 | 1.0 | 1162 | 0.23 | -0.11 | 0.28 | -0.66 | 4.8 | 2.0 | 0.1 | 1.1 | -0.49 | 1130
COc1c(Br)cc(Br)cc1/C=N/NC(=O)c1ccncc1 | i | 45 | i | 0.2 | 7% | -19 | 609 | -0.5 | 1022 | -0.78 | -0.31 | -0.27 | 0.83 | 2.2 | 0.9 | 5.2 | 1.1 | 0.11 | 1490
Cc1ccc(CNC(=O)CCc2nnc(Cc3ccc(-c4ccccc4)cc3)o2)o1 | i | 37 | i | 1.1 | -12% | 0 | 591 | -0.1 | 1579 | -0.5 | -0.2 | -0.19 | 0.58 | 0.6 | 1.4 | 1.8 | 1.1 | · | ·
COc1ccc(-c2nc(SCC(=O)Nc3nccs3)c(-c3ccc(Cl)cc3)[nH]2)cc1 | i | 18 | i | 2.1 | 14% | 14 | 771 | -0.5 | 510 | -0.42 | -0.077 | 0.75 | 0.34 | 15* | 6.6* | 18* | 1.1 | -0.64 | 1122
COc1cc(OC)cc(C(=O)N[C@H](C(=O)Nc2nc3c(s2)CCCC3)C(C)C)c1 | i | 61 | i | 0.0 | 20% | 13 | 637 | · | · | -0.38 | -0.22 | 0.1 | 0.76 | 3.9 | 1.9 | 9.5 | 1 | -0.53 | 1294
CCSc1ccc2nnc(-c3ccc(F)cc3)n2n1 | i | 13 | i | 5.2 | 5% | 10 | 592 | 1.0 | 1117 | 3.1 | -0.065 | 2.4 | -2.1 | 6.8 | 3.0 | 5.9 | 1.1 | -0.25 | 1757
O=C(Nc1ccc(F)c(Cl)c1)c1nsc(Cl)c1Cl | i | 45 | i | 0.0 | · | -2 | 719 | -0.5 | 1061 | 0.83 | -0.23 | 0.56 | -0.88 | · | · | · | · | -0.33 | 1342
Cc1cccc(CSc2ccc(-c3cccs3)nn2)c1 | i | 0 | i | 0.5 | 8% | -15 | 699 | -0.4 | 1122 | -0.25 | -0.27 | -0.12 | 0.3 | 3.1 | 3.1 | 8.0 | 0.9 | -0.12 | 1459
